S1P3 antag: S1P3 receptor antagonists, primary screen, cell-based; CHO S1P3 NFAT-BLA reporter, FRET fluorescence, antagonist mode; Sphingosine 1-phosphate receptor 3 (Homo sapiens), Q99500; inhibition, % at 4.98 µM; AID 485, 2006; 0.27% of 170,000 active;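 active means inhibition above the plate cutoff, the mean inhibition of test wells on that plate plus 3 SD, cut at about 28% in these data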;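 further: cells challenged with S1P at its EC80 of 0.8 µM; blue over green emission ratio from cleaved BLA substrate after 4 h stimulation; 0% = S1P-stimulated wells and 100% = unstimulated DMSO-only wells; some compounds past the cut are filed as inactive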
Target sequence (Q99500 whole entry, looked up): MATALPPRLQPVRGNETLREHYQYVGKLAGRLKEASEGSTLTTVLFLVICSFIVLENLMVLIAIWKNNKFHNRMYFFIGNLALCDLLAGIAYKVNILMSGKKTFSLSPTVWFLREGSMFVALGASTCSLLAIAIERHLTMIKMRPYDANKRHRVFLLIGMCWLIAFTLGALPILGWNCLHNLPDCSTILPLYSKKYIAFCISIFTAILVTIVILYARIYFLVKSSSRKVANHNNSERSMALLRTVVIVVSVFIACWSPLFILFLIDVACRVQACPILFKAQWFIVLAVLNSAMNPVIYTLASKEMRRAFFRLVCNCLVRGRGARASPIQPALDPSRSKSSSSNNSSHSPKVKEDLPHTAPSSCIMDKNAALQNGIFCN
PPARg SRC-1 ag: PPARgamma agonists recruiting SRC-1 coactivator, primary screen, biochemical; Peroxisome proliferator-activated receptor gamma (Homo sapiens), P37231; PPARgamma-SRC-1 coactivator recruitment biochemical assay; activation, % at 8 µM; 0.41% of 200,000 active; AID 631, 2007; in the data active means activation above about 19%;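 further: 0% = DMSO and 100% = reference agonist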
Target sequence (P37231 whole entry, looked up): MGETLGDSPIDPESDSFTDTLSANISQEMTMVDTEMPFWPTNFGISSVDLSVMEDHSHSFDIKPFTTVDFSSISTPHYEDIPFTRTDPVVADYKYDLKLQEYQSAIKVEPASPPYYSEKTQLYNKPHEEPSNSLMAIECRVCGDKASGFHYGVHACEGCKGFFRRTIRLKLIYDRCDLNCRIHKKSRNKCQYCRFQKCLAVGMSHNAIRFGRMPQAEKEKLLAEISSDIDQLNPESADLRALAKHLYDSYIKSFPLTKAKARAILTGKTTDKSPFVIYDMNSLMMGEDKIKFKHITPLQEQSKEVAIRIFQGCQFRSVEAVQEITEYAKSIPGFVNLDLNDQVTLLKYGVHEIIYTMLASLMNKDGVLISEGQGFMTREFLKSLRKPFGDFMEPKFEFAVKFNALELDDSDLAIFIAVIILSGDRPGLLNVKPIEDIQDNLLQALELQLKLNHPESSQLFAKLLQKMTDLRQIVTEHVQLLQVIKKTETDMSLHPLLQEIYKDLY
bIAP activator: bovine intestinal alkaline phosphatase activators, primary screen, biochemical, bovine IAP, CDP-star luminescence; 0.17% of 200,000 active; purified bovine IAP, 30 min; stronger effect = higher value; fold of DMSO-control signal, blank-subtracted; alkaline phosphatase, intestinal [Bos taurus]; activation factor at 20 µM;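 active means activation factor of 2 or more at 20 µM, a signal rise over negative controls twice the positive control's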
ROMK primary: ROMK potassium channel modulators, primary screen, cell-based, thallium flux, MLSMR library; ATP-sensitive inward rectifier potassium channel 1 (Homo sapiens), P48048; Tet-inducible ROMK, thallium flux fluorescence; actives lie on both sides; B-score at 10 µM; 2% of 130,000 active; AID 1918, 2009;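 active means signal ratio slope over the read window, or its plate-corrected B-score, at least 3 SD from the plate mean, either direction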;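 further: B-score of the F/F0 ratio slope over 7 to 12 s after thallium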
TLR4-MyD88 BLA: inhibitors of TLR4-MyD88 association in cells, primary screen, cell-based, HeLa CL3-4, BLA complementation, FRET ratio; HeLa CL3-4 TLR4/MyD88 BLA complementation; inhibition, % at 8.4 µM; 0.18% of 200,000 active; AID 861, 2007; in the data active means inhibition above about 25%;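 further: 0% = vehicle and 100% = reference inhibitor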
bIAP inhibitor: bovine intestinal alkaline phosphatase inhibitors, primary screen, selectivity assay for TNAP inhibitor project, biochemical, bovine IAP, CDP-star luminescence | purified bovine IAP, 30 min | inhibition, % at 20 µM | 190,000 tested, under 10 active | AID 1019, 2008;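 active means over 50% inhibition of intestinal alkaline phosphatase at 20 µM in the single-dose screen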
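test system = bovine IAP enzyme | medium = DEA buffer 100 mM, pH 9.8, with MgCl2 1.0 mM, ZnCl2 0.02 mM | detection = luminescence | dosing = single compound dose of 20 µM, 2% DMSO final | incubation = 30 min reaction at room temperature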
SRC2 TRFRET art: TR-FRET signal artefacts, primary screen, artefact control for PPARgamma SRC-2 agonist project, biochemical. TR-FRET artefact counter-screen; stronger effect = higher value. TR-FRET ratio at 8 µM. 0.4% of 200,000 active; in the data active means TR-FRET ratio above about 2000; further: inactives centre near 1500
PPARg SRC-3 ag: PPARgamma agonists recruiting SRC-3 coactivator, primary screen, biochemical | 0.26% of 200,000 active | biochemical PPARgamma/SRC-3 coactivator recruitment assay | activation, % at 8 µM | Peroxisome proliferator-activated receptor gamma (Homo sapiens), P37231 | AID 731, 2007; in the data active means activation above about 23%;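 further: 0% = DMSO and 100% = reference agonist; some compounds past the cut are filed as inactive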
Redox H2O2 prof: compounds producing H2O2 with reducing agent – biochemical, NIH compound library profiling, artefact control for MLSCN library redox annotation, primary screen; DTT-dependent redox cycling H2O2, phenol red/HRP absorbance; 100% = 100 µM peroxide control, 0% = buffer; activation, % at 10 µM; 0.03% of 200,000 active;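 active means activation of at least 50% relative to the plate's high and low controls in the primary single-dose screen; inactive means activation below 50%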;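 further: compound incubated with DTT at 0.8 mM final as the reducing agent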
Lmaj promast: Leishmania major promastigote growth inhibition, primary screen; Leishmania major promastigotes, resazurin fluorescence viability; inhibition, % at 10 µM; 9% of 200,000 active; AID 1063, 2008; in the data active means inhibition above about 50%;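 further: promastigotes grown with compound for 44 hours at 28 °C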
PPARg SRC2 recr: agonists of PPARg-SRC-2 recruitment, primary screen, biochemical, HTS; PPARgamma LBD-SRC-2 recruitment; activation, % at 8 µM; 0.34% of 200,000 active; AID 1032, 2008; in the data active means activation above about 22%;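 further: 0% = vehicle and 100% = reference agonist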
* marks the source's active call; other numbers are inactive results; · = not tested or not shown.

SMILES	S1P3 antag	PPARg SRC-1 ag	bIAP activator	ROMK primary	TLR4-MyD88 BLA	bIAP inhibitor	SRC2 TRFRET art	PPARg SRC-3 ag	Redox H2O2 prof	Lmaj promast	PPARg SRC2 recr
O=C(NNC(=O)c1cccs1)c1ccc([N+](=O)[O-])cc1	6	11	1	0.89	-16	1	1770	5	0.0	-9	6
Cc1ccc(Nc2cc(-n3nc(C)cc3C)ncn2)cc1	-28	6	0.9	·	-9	7	1589	-3	4.6	5	10
Cc1ccc(-c2[nH]c(-c3ccccc3)nc2SCC(=O)NCC2CCCO2)cc1 (stereo not given)	-2	4	1.1	0.72	10	-10	1543	2	0.4	13	8
O=C(/C=C/c1cccc(Cl)c1)NCc1cccs1	·	0	0.8	·	2	19	1452	-7	2.5	-1	5
CN1c2ccccc2-c2nc3ccccc3n2C1c1ccco1 (stereo not given)	·	13	0.8	-2.6	7	19	1546	-3	-0.9	36	-7
Cc1ccc(NC(=O)CN2C(=O)c3ccccc3C2=O)nc1	5	0	1.2	0.19	-6	-22	1635	4	-1.6	-5	21
CCc1ccccc1NC(=O)Nc1cccn(Cc2ccccc2F)c1=O	12	1	1	-0.38	-3	-5	1781	1	0.8	9	4
Cc1cc(=O)oc2cc(OCC(=O)N3CC(C)OC(C)C3)ccc12 (stereo not given)	·	-2	0.9	·	12	10	1446	-6	-18	-3	6
CCCCC(=O)NC(=S)NNC(=O)CC#N	·	2	1.6	-0.88	-7	-65	1736	6	0.1	-4	8
c1ccc(COc2cccc(CNn3cnnc3)c2)cc1	37	-4	0.9	·	1	9	1543	-4	2.0	16	-3
COc1ccc(N(CC(=O)NC2CCCCC2)C(=O)CCCC(=O)Nc2ccccn2)c(OC)c1	-14	2	1.1	·	3	-9	1445	-3	-3.0	-7	8
CC(C)Oc1cccc(C(=O)NC2=NCCS2)c1	-12	6	0.9	0.62	6	7	1495	-2	-0.6	0	-7
Cc1ccccc1NC(=S)N1CCC(C(=O)c2ccc(F)cc2)CC1	·	-5	1	·	10	-3	1607	-9	2.5	-4	-3
O=S(=O)(c1ccc2oc3ccc(S(=O)(=O)N4CCCC4)cc3c2c1)N1CCCC1	2	2	·	0.068	18	·	1613	8	0.9	-3	6
CCc1cc(CNC(=O)CC2C(=O)NCCN2Cc2cccc(OC)c2)on1 (stereo not given)	-2	2	1.1	-0.55	-3	-10	1549	-1	-0.7	-2	-1
N=C(N=C(N)N)N1CCc2ccccc21	-14	8	1	0.066	-3	2	1626	2	3.1	-3	5
O=[N+]([O-])c1ccc2c(c1)oc1ccccc12	·	4	0.9	·	4	6	1844	14	0.1	0	11
CCCCC(C(=O)O)C(C)CC(=O)NNC(=O)c1ccco1 (stereo not given)	-12	1	1.1	·	-4	-15	1542	7	-0.2	-5	-2
Cc1ccc(NC(=O)c2ccccc2NC(=O)CCC(=O)O)cc1	-8	-3	0.9	0.26	-7	13	1458	1	0.2	-1	-7
O=S(=O)(c1ccc2c(c1)nc1n2CCC1)N1CCOCC1	4	11	1	0.095	5	1	1421	8	-2.9	-7	6
CCn1c(=N)n(CC(=O)OC)c2ccccc21	-19	-3	1	0.2	8	3	1445	6	-0.6	-1	10
Cc1oc(-c2cccc(Cl)c2)nc1CN1CCC(C(=O)NCc2cccnc2)CC1	-8	-3	1.2	·	-8	-15	1719	5	0.8	-5	4
CCC(=O)N1c2ccc(C)cc2C2=NNC(=S)NC21O (stereo not given)	·	3	1	0.1	-14	5	1846	-4	0.1	-1	13
CCCCn1nc2cc(C(=O)NCCCCc3ccccc3)ccc2c1OCC	·	-1	1	·	3	3	1504	-5	-4.3	73*	-2
CC(=O)c1cccc(NC(=O)CCC2CCCC2)c1	·	-1	0.9	·	-4	11	1669	4	-2.2	12	6

More structures follow.
SMILES	S1P3 antag	PPARg SRC-1 ag	bIAP activator	ROMK primary	TLR4-MyD88 BLA	bIAP inhibitor	SRC2 TRFRET art	PPARg SRC-3 ag	Redox H2O2 prof	Lmaj promast	PPARg SRC2 recr
FC(F)(F)c1cc(-c2ccc3c(c2)OCO3)nc(NCc2ccco2)n1	·	4	1	0.41	-5	4	1503	-3	-0.7	3	-4
O=C(CCSc1nnc(-c2ccncc2)o1)Nc1cccc(Cl)c1	-2	-2	0.9	·	14	11	1659	-2	-0.1	-2	0
COc1ccc(/C=N/NC(=O)c2ccccc2O)cc1CSc1ccccn1	-5	7	1.3	0.93	4	-32	1572	2	-0.1	-13	8
CC1(C)CC(=O)C(C=Nc2ccc(N)cc2)=C(O)C1	-8	8	1	0.027	5	0	1837	3	0.1	-3	5
CCc1nnc(NC(=O)CSc2nnc(-c3ccco3)o2)s1	1	2	1	-0.64	1	0	1494	-1	-0.2	-2	5
CCOC(=O)C(NC(=O)Nc1ccc(Cl)cn1)(Oc1ccc(F)cc1)C(F)(F)F (stereo not given)	-1	-2	0.9	·	-18	10	1600	4	-0.5	0	8
Cc1ccc(C2(c3ccc(C)cc3)CC2C(=O)Nc2ccc([N+](=O)[O-])cc2O)cc1 (stereo not given)	·	3	0.8	-0.51	-1	23	1433	5	-7.4	100*	2
COc1ccc(/C=N/OCC(=O)Nc2cc(C)on2)cc1OC	-8	3	0.8	·	-11	16	1351	-3	0.1	-2	-9
CCOc1ccc(C2C(C(=O)c3ccco3)=C(O)C(=O)N2CCCn2ccnc2)cc1 (stereo not given)	-3	8	1	·	-6	-2	1743	16	1.0	-4	19
O=C(CSc1nnc2ccccn12)NNC(=O)c1ccc(Br)cc1	-12	7	1.4	-0.72	-3	-41	1646	4	-1.3	-3	1
Cc1c(N=c2scc(-c3ccccc3)n2C)c(=O)n(-c2ccccc2)n1C	1	3	1	-0.15	11	-2	1608	3	-0.7	27	6
COc1ccc(OC)c(S(=O)(=O)Nc2ccc(C(N)=O)cc2)c1	5	6	0.9	·	6	7	1646	8	-0.9	-3	19
N/C(=N\OC(=O)N1c2ccccc2Sc2ccccc21)c1ccccc1	10	11	0.9	0.27	-17	7	1522	5	0.2	91*	1
O=C(CSc1ncnc2c(-c3ccc(Cl)cc3)nsc12)c1ccccc1	·	2	1	0.018	1	4	1576	12	-0.3	0	9
Cc1ccc(S(=O)(=O)NCCSc2nnnn2C)cc1	-26	-3	1	0.27	-2	2	1786	8	-4.0	7	4
O=C(COC(=O)c1ccccc1Nc1ccc(SC(F)F)cc1)NCc1ccco1	·	4	1	·	4	1	1405	6	3.5	3	0
CSCCOC(=O)C1=C(C)Nc2ccc(C)cc2S1	·	0	0.8	-0.22	7	20	1511	5	-0.5	-5	-4
COC(=O)CSC1=C(C#N)C(c2ccc3c(c2)OCO3)C2=C(CCCC2=O)N1 (stereo not given)	·	1	0.6	1.1	2	38	1493	5	1.7	1	10
CC(=O)c1sc(NCCOc2ccc(C)cc2)nc1C	2	2	1.3	0.82	-1	-28	1540	3	-0.2	-2	8
CC(=O)c1ccccc1NC(=O)CN1C(=O)CS/C1=C\c1nc(-c2ccc(C)cc2)cs1	-3	2	1	-0.28	-21	0	1531	2	-0.6	14	3
O=C(NCc1cccc(CNC(=O)C(=O)NCc2ccco2)c1)C(=O)NCc1ccco1	-23	2	1.1	1.8	1	-5	1467	0	0.1	5	-4
CC(=O)Nc1ccc(OCC(O)Cn2c3ccccc3c3ccccc32)cc1 (stereo not given)	-1	3	0.9	-0.2	-2	12	1770	6	-0.5	85*	13
O=C(/C=C/c1ccc(Cl)cc1Cl)NCCSCc1ccccc1	7	-3	0.9	-0.79	-14	6	1547	-3	0.0	-4	4
N#Cc1ccccc1S(=O)(=O)N1CCN(c2ccc(S(=O)(=O)N3CCOCC3)cn2)CC1	-1	10	0.9	·	-6	6	1518	-5	1.5	-2	6
O=C(O)CNC(=O)/C(=C\c1ccc2c(c1)OCO2)NC(=O)c1ccc(Br)cc1	-7	6	0.9	-1.4	-4	11	1534	1	1.0	0	0

Complete entries, looked up by structure. Order of screens: S1P3 antag, PPARg SRC-1 ag, bIAP activator, ROMK primary, TLR4-MyD88 BLA, bIAP inhibitor, SRC2 TRFRET art, PPARg SRC-3 ag, Redox H2O2 prof, Lmaj promast, PPARg SRC2 recr
CCn1c(=N)n(CC(=O)OC)c2ccccc21 as listed: -19, -3, 1, 0.2, 8, 3, 1445, 6, -0.6, -1, 10
COC(=O)CSC1=C(C#N)C(c2ccc3c(c2)OCO3)C2=C(CCCC2=O)N1 (stereo not given) as listed: ·, 1, 0.6, 1.1, 2, 38, 1493, 5, 1.7, 1, 10
CC(=O)c1ccccc1NC(=O)CN1C(=O)CS/C1=C\c1nc(-c2ccc(C)cc2)cs1 as listed: -3, 2, 1, -0.28, -21, 0, 1531, 2, -0.6, 14, 3

Next section:
SMILES	S1P3 antag	PPARg SRC-1 ag	bIAP activator	ROMK primary	TLR4-MyD88 BLA	bIAP inhibitor	SRC2 TRFRET art	PPARg SRC-3 ag	Redox H2O2 prof	Lmaj promast	PPARg SRC2 recr
CCCc1cc(N2CCN(C(=O)c3ccco3)CC2)n2c(nc3ccccc32)c1C#N	·	8	1.4	-0.1	1	-43	1527	-2	0.1	71*	-4
CCc1c(C)[nH]c2c(C)cccc2c1=O	·	0	0.9	1.2	-2	10	1451	2	0.2	22	-3
COc1ccc(S(=O)(=O)NCC(=O)N(CC(=O)NCC2CCCO2)c2ccccc2C)cc1 (stereo not given)	-15	3	1	·	-12	-3	1488	-4	2.1	-6	-4
O=C(NC1CCCCC1)C(c1cccs1)N(C(=O)c1ccco1)c1ccc2c(c1)OCCO2 (stereo not given)	·	-3	0.9	·	-1	8	1579	9	0.3	0	3
O=C1C(C2=NC(C(=O)O)C3C(=O)N(c4ccccc4)C(=O)C23)=C(O)c2ccccc21 (stereo not given)	·	7	1.2	0.0052	4	-20	1622	5	-3.5	22	3
O=C(O)c1nn(CCOc2cccc(Cl)c2)c(=O)c2ccccc12	-2	1	1.1	0.022	-4	-8	1618	5	-1.8	-12	-6
CCOc1ccc(S(=O)(=O)Nc2cccc(C(=O)N3CCN(c4ccc(OC)cc4)CC3)c2)cc1	-6	6	1.1	·	13	-5	1669	9	0.6	-3	1
CNS(=O)(=O)c1ccc(NC(=O)C2c3ccccc3Oc3ccccc32)cc1	12	6	1	·	6	-4	1454	3	-0.1	-6	-8
CC(=O)Oc1oc(-c2ccccc2)nc1C=Nc1ccccc1	·	2	1	·	-7	0	1378	-4	2.2	-8	-1
OCC1(Cc2ccccc2)CCN(Cc2cnc(-c3ccc(Cl)cc3)nc2)CC1	6	1	1	-0.048	-3	-4	1431	0	-0.6	-4	6
COc1ccc(/C(N)=N/OC(=O)CN(C)S(=O)(=O)c2ccccc2)cc1	2	0	1.1	0.25	7	-10	1684	5	-1.3	-4	6
CCOc1ccccc1NC(=O)CCCn1cc([N+](=O)[O-])cn1	4	3	0.9	0.64	17	7	1570	2	-0.5	-1	4
Cc1ccc2onc(CC(=O)O)c2c1	10	5	1.1	0.05	-11	-8	1407	-1	-0.2	-5	4

Screens: PubChem, several laboratories
